T cell HTS: T cell immune modulation candidate | calls only at 7 µM | actives 0.068% (n = 330,000) | 2C CD8+ T cell-vesicle binding, flow cytometry; stronger effect = lower value;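 active means response, share of CD8 T cells binding vesicles, and their 90th percentile fluorescence all below set limits, cut at about 80% in these data, passing the limit was not always enough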
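Read-out – percent CD8+ FL2 mean versus row control · System – murine 2C transgenic CD8+ T lymphocytes · Times – 1.5 h cell–vesicle binding at 37 °C, then 20 min icy labelling · Control set – naked vesicles low, QL9 vesicles with vehicle high · Detection – cytometric PE anti-B7-1 and Alexa647 anti-CD8 signals after 1% paraformaldehyde fixation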
PhoP inhibition: PhoP-dependent GFP reporter repression – Salmonella Typhimurium, primary screen (AID 1863); actives 0.16% (n = 300,000); S. Typhimurium PhoP-regulated promoter GFP reporter, 4 h; higher % means a stronger effect; inhibition, % at 50 µM, or IC50 in µM where a hit was titrated;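 active means inhibition over 29.93%, a cutoff 3 SD above the screen mean, later confirmed by dose response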;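 further: 0% = low Mg2+ inducing control and 100% = high Mg2+ repressing control; strong numbers were not always called active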
T cell HTS vesicle-bound %: recorded beside T cell HTS, whose call it bears; double positive events, %; measured here: CD8+ vesicle-bound cell fraction;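 binding gate set so that unloaded-vesicle control wells show 10% double positive cells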
Active calls of the source: *; i = inactive.

SMILES | T cell HTS | T cell HTS vesicle-bound % | PhoP inhibition
O=C(c1ccc2nc[nH]c2c1)N1CCN(S(=O)(=O)c2cccc(F)c2)CC1 | i | 26 | -5%
CCN(CC(=O)Nc1c(F)cccc1F)C(=O)c1cc(C)nc2ccccc12 | i | 34 | -8%
C=CCOc1ccc(/C=C/C(=O)OCC(=O)N(C)CC(=O)Nc2ccccc2Cl)cc1 | i | 47 | -3%
CCc1ccc(C(=O)COC(=O)c2cc([N+](=O)[O-])ccc2N2CCOCC2)cc1 | i | 31 | -4%
CCN(Cc1ccccc1)S(=O)(=O)c1ccc(C(=O)N(CCCN(C)C)c2nc3cc(C)cc(C)c3s2)cc1 | i | 36 | 10%
COC(=O)Nc1cc(C(=O)c2ccc(Cl)cc2Cl)c[nH]1 | i | 53 | 6%
CC1CCN(C(=O)c2ccc(-c3ccccc3Cl)o2)CC1 | i | 27 | -2%
CCOc1ccc(C(=O)CN2C(=O)NC3(CCCCCC3)C2=O)cc1 | i | 31 | 0%
CC(=O)c1cccc(N=Cc2c(O)ccc3ccccc23)c1 | i | 60 | 8%
O=C(O)c1cccc(O)c1O | i | 23 | -4%
CCN1C(=O)N[C@@H](c2cccc(C(F)(F)F)c2)[C@@H](C(=O)OC)[C@H]1C | i | 31 | -4%
CCOC(=O)C1Nc2c(F)cc(C)cc2C2C=CCC12 (stereo not drawn) | i | 19 | -8%
Cc1cccc(C)c1NC(=O)CN(C)C(=O)c1cc(S(=O)(=O)N2CCOCC2)ccc1N1CCCC1 | i | 10 | 1%
N#CC1(NC(=O)COC(=O)CN2C(=O)c3ccccc3C2=O)CCCCC1 | i | 30 | 1%
COc1cccc([C@@H]2CC=C(C(=O)O)[C@H](c3cccc(Cl)c3)N2S(=O)(=O)c2ccc(C)cc2)c1 | i | 39 | -9%
Cc1c(CC(=O)O)c(=O)oc2cc3c(cc12)CCC(C)(C)O3 | i | 64 | 14%
CCCCN(C(=O)c1ccc([N+](=O)[O-])s1)c1c(N)n(CC(C)C)c(=O)[nH]c1=O | i | 44 | 0%
CC(C)=CCc1cc([C@@H]2COc3c(ccc4c3C=CC(C)(C)O4)C2)c(O)cc1O | i | 29 | 1%
CN1CCN2c3ncccc3Cc3ccccc3C2C1 (stereo not drawn) | i | 28 | 3%
O=C(CCCC(=O)N1CCCC1)N1CCCC1 | i | 7 | 5%
Cc1ccc(S(=O)(=O)Nc2cc3c4c(c2)CCN4C(=O)CC3)cc1 | i | 38 | -6%
COc1ccc(S(=O)(=O)NCC(c2ccc(F)cc2)N2CCN(C)CC2)cc1 (stereo not drawn) | i | 50 | -7%
COc1ccc(-c2cc(C(=O)NCCCN3CCCC3=O)c3ccccc3n2)cc1 | i | 57 | -2%
O=C(COc1ccc([N+](=O)[O-])cc1)Nc1ccc2[nH]c(=O)[nH]c2c1 | i | 56 | 2%
Cc1ccc(N2C(=O)N(CC(=O)Nc3ccc(F)c(F)c3)C(=O)C2C)cc1 (stereo not drawn) | i | 26 | 0%
O=C(CSc1nc(=O)n(CCCN2CCOCC2)c2c1CCC2)Nc1ccccc1F | i | 52 | -5%
Cc1cccc(NC(=O)NCCN2CCN(c3ccccc3)CC2)c1C | i | 21 | 3%
Cc1csc(SCC(=O)NC(C)C2CC3CCC2C3)n1 (stereo not drawn) | i | 15 | 0%
COc1cccc(/C=N/Nc2ccccc2C(=O)O)c1O | i | 59 | 4%
Cc1ccccc1OCCC(=O)OCC(=O)NCCc1ccccc1 | i | 37 | 4%

Ordered by value in T cell HTS vesicle-bound % (descending): 7 from the list above.
SMILES | T cell HTS | T cell HTS vesicle-bound % | PhoP inhibition
Cc1c(CC(=O)O)c(=O)oc2cc3c(cc12)CCC(C)(C)O3 | i | 64 | 14%
COc1ccc(-c2cc(C(=O)NCCCN3CCCC3=O)c3ccccc3n2)cc1 | i | 57 | -2%
O=C(CSc1nc(=O)n(CCCN2CCOCC2)c2c1CCC2)Nc1ccccc1F | i | 52 | -5%
COc1ccc(S(=O)(=O)NCC(c2ccc(F)cc2)N2CCN(C)CC2)cc1 (stereo not drawn) | i | 50 | -7%
CN1CCN2c3ncccc3Cc3ccccc3C2C1 (stereo not drawn) | i | 28 | 3%
Cc1cccc(NC(=O)NCCN2CCN(c3ccccc3)CC2)c1C | i | 21 | 3%
O=C(CCCC(=O)N1CCCC1)N1CCCC1 | i | 7 | 5%

Later entries
SMILES | T cell HTS | T cell HTS vesicle-bound % | PhoP inhibition
CCc1ccc(OCC(=O)NNC(=O)Cc2c(F)cccc2Cl)cc1 | i | 55 | -4%
CCC(=O)c1ccc(OCC(=O)OCC(=O)NCC2CCCCC2)cc1 | i | 52 | 3%
Cc1ccc(NC(=O)CSc2ncccn2)cc1S(=O)(=O)N1CCCCC1 | i | 46 | -5%
COc1ccc(NC(=O)CN(C)C(=O)c2cc3c(s2)CCC3)cc1 | i | 57 | -5%
O=C(Nc1cccc(S(=O)(=O)N2CCCCC2)c1)c1cc([N+](=O)[O-])ccc1N1CCOCC1 | i | 54 | -3%
COc1cc(S(=O)(=O)NCc2ccccn2)ccc1Cl | i | 36 | -4%
O=C(COc1cccc2c1CCNC2=O)NC1CCCCC1 | i | 66 | 2%
CC(=O)O[C@]1(C(C)=O)CC[C@H]2[C@@H]3C=C(C)C4=CC(=O)CC[C@@H]4[C@H]3CC[C@@]21C | i | 37 | -2%
Cc1ccc(C)c(S(=O)(=O)N2CCN(C(=O)CCC(=O)c3cc(C)sc3C)CC2)c1 | i | 37 | 3%
Cc1ccc(NS(=O)(=O)c2cccc(C(=O)NCCCN3CCOCC3)c2)cc1 | i | 56 | -4%
Cc1cc(=O)[nH]c(SCC(=O)c2ccc(O)c(O)c2)n1 | i | 55 | -3%
Cc1cccc(C(=O)NCC(=O)OCC(=O)NC2CCCCCCC2)c1 | i | 54 | 4%
CCOC(=O)CN1C(=O)N[C@@H](CCc2ccccc2)C(C(=O)OC)=C1C | i | 20 | 6%
CCOn1c(=O)c(-c2ccccc2)[n+]([O-])c2ccccc21 | i | 58 | -7%
COc1ccc2nc(SCC(=O)N(C)CC(=O)Nc3ccc(F)cc3)[nH]c2c1 | i | 46 | -5%
Cc1ccc(F)cc1NC(=O)CSCc1nc2sc(C)c(C)c2c(=O)[nH]1 | i | 25 | 1%
CCN(c1ccc(NC(=O)CCc2nc3sc4c(c3c(=O)[nH]2)CCCC4)cc1)C(C)C | i | 18 | -5%
Cc1ccc(-c2cc(C(=O)N(C)CC(=O)Nc3ccccc3Br)c3ccccc3n2)o1 | i | 30 | -8%
CCOc1ccccc1-c1nc2c(s1)CCc1onc(-c3ccc(OC)cc3)c1-2 | i | 11 | 6%
COc1ccc(-c2c(-c3ccccc3OC)sc3ccccc23)cc1OC | i | 37 | -4%
COc1cccc(N2C(=O)CN(Cc3ccccc3)C2=S)c1 | i | 33 | 7%
CCN(CC(=O)NCc1ccc(F)cc1)C(=O)c1ccc(Cl)cc1 | i | 56 | -3%
COc1ccc([N+](=O)[O-])cc1NC(=O)C1CCCN1S(=O)(=O)c1cccs1 (stereo not drawn) | i | 47 | -4%
O=C(CC1SC(N2CCCCC2)=NC1=O)Nc1ccc(C(=O)Nc2ccccc2)cc1 (stereo not drawn) | i | 51 | 10%
CCOC(=O)c1nn(-c2ccc(C)cc2)c(=O)cc1OCC(=O)N1CCN(c2ccccc2)CC1 | i | 35 | -6%
CC(On1nnc2ccc(S(=O)(=O)N3CCOCC3)cc21)C(=O)Nc1ccccc1F (stereo not drawn) | i | 12 | -3%
Cc1cc(NC(=O)CSCC(=O)Nc2ccccc2OC(F)F)no1 | i | 33 | -6%
O=C(O)C1=C[C@H](c2ccc3c(c2)OCO3)C[C@H](OCc2ccc(CO)cc2)O1 | i | 20 | -4%
COc1ccc(CNC(=O)COC(=O)CCOc2ccc(C)cc2)cc1 | i | 30 | -3%
CC12CCC(=O)N1C(C(=O)Nc1nc3ccc(Cl)cc3s1)CS2 (stereo not drawn) | i | 30 | 3%
O=C(COC(=O)c1ccccc1Br)Nc1nnc(-c2ccccc2)o1 | i | 47 | -4%
Cn1cc(C[C@H](NC(=O)OC(C)(C)C)C(=O)N[C@@H](CO)Cc2ccccc2)c2ccccc21 | i | 19 | -7%
O=C(Oc1cccc(F)c1)c1ccc2c(=O)n3c(nc2c1)CCC3 | i | 50 | 5%
CCOC(=O)C1(CCOc2ccccc2)CCN(Cc2cccc(OC)c2)CC1 | i | 60 | 1%
O=C(C1=COCCO1)N1CCN(c2nc3ccc([N+](=O)[O-])cc3s2)CC1 | i | 39 | -5%
O=S(=O)(c1cc(F)ccc1F)N1CCC2(CC1)OCCN2S(=O)(=O)c1cccs1 | i | 47 | -7%
O=c1c2ccccc2oc2ccc(-c3ccc4[nH]ccc4c3)cc12 | i | 17 | 10%
CCOC(=O)c1nn(-c2ccccc2)c(=O)cc1OCC(=O)Nc1cc(C)ccc1C | i | 26 | -1%
CCN(CC(=O)Nc1c(F)cccc1F)C(=O)c1csc2c1CCCC2 | i | 29 | 8%
CCCCn1c(N)c(N(CC(C)C)C(=O)C2CCN(S(=O)(=O)c3ccc(Cl)cc3)CC2)c(=O)[nH]c1=O | i | 17 | -5%
CC(C)CN(C(=O)COC(=O)CCC(=O)c1ccc(F)cc1)c1c(N)n(Cc2ccccc2)c(=O)[nH]c1=O | i | 48 | 11%
CCCCCCCCN1[C@@H](CC(=O)O)c2ccc(C(F)(F)F)cc2S1(=O)=O | i | 46 | -1%
CCC(C)(C)C1CCc2[nH]nc(C(=O)O)c2C1 (stereo not drawn) | i | 37 | -12%
COc1cccc(CNC(=O)C2CSC3(C)CCC(=O)N23)c1 (stereo not drawn) | i | 15 | 3%
CCOc1ccc(-c2cccc(NS(=O)(=O)c3ccccc3[N+](=O)[O-])c2)nn1 | i | 53 | 3%
CN(C)CCCn1c2c(c(SCC(=O)Nc3nccs3)nc1=O)CCC2 | i | 60 | 0%
Cc1cc(C(=O)CSc2ccc(F)cc2)cc(C)c1O | i | 45 | -5%
NC(N)=NCCCC(NC(=O)c1ccccc1)C(=O)Nc1ccc([N+](=O)[O-])cc1 (stereo not drawn) | i | 39 | -1%
Cc1sc(NC(=O)C2=COCCO2)c(C#N)c1C | i | 55 | 3%
COc1ccc(S(=O)(=O)N2CCc3ccccc32)cc1C(=O)Nc1ccc(C(N)=O)cc1 | i | 32 | 0%
O=C1C2C3C=CC(C2C(=O)N1CCO)C1C(=O)N(CCO)C(=O)C31 (stereo not drawn) | i | 42 | 9%
CC(=O)OCC(COC(C)=O)OC(C)=O | i | 10 | 3%
CCOc1ccc(S(=O)(=O)N2CCN(C(=O)C3CCC3)CC2)cc1 | i | 53 | -5%
Nc1cc(C(=O)OCC(=O)NNC(=O)c2cccs2)ccc1Cl | i | 54 | -6%
O=C(O)C1CCCN(CCC=C(c2ccccc2)c2ccccc2)C1 (stereo not drawn) | i | 58 | -3%
CC(C)C[C@@H](C(=O)NC1CCN(Cc2ccccc2)CC1)N1C(=O)N2CCc3c([nH]c4ccccc34)[C@@]2(C)C1=O | i | 42 | 2%
CCOC(=O)C1CCN(S(=O)(=O)c2c[nH]c(=O)[nH]c2=O)CC1 | i | 17 | -4%
COc1cccc(NC(=O)CN(C)C(=O)c2ccc(N3CCOCC3)c([N+](=O)[O-])c2)c1 | i | 38 | 16%
Cc1ccc(CNC(=O)c2ccc(N3CCC4(CC3)CC(c3ccccc3)=NO4)c(NC(=O)c3ccccc3)c2)cc1 | i | 12 | -2%
Cc1sc2nc(CSC(C)C(=O)Nc3ccc(C#N)cc3)[nH]c(=O)c2c1C (stereo not drawn) | i | 61 | -8%
(continued)
SMILES | T cell HTS | T cell HTS vesicle-bound % | PhoP inhibition
CCCCN(C(=O)c1ccc2c(c1)S(=O)(=O)N=C1CCCCCN12)c1c(N)n(CCCC)c(=O)[nH]c1=O | i | 56 | -4%
O=C(O)/C=C1\CCCc2ccccc2C1O (stereo not drawn) | i | 20 | 15%
CCN(CC(=O)Nc1ccc(S(=O)(=O)N2CCCCC2)cc1)Cc1ccccc1 | i | 40 | -1%
COc1ccc(CCNC(=S)N2CCN(S(=O)(=O)c3cccc(F)c3)CC2)cc1 | i | 48 | -2%
CCN(CC)CCn1c2c(c(SCC(=O)Nc3cc(C)on3)nc1=O)CCCC2 | i | 34 | -4%
COc1ccc(CCNC(=O)CCc2cc(OC)c(OC)c(OC)c2)cc1 | i | 58 | -1%
COc1ccc(OC)c(C2NC(=O)CCC2[N+](=O)[O-])c1 (stereo not drawn) | i | 37 | 0%
O=C(NCCN1CCOCC1)c1cccc(S(=O)(=O)N(Cc2ccccc2)c2ccccc2)c1 | i | 46 | 5%
COC1(C2=NCCN2)COc2ccccc2O1 (stereo not drawn) | i | 14 | -1%
CN(C(=O)COC(=O)CCC(=O)c1ccc(Cl)cc1)c1c(N)n(Cc2ccccc2)c(=O)[nH]c1=O | i | 13 | 9%
CCCn1c(N)c(C(=O)CSc2n[nH]c(-c3ccc(C)cc3)n2)c(=O)[nH]c1=O | i | 53 | 2%
Cn1cccc1CNCC(O)c1ccccc1 (stereo not drawn) | i | 36 | -3%

Another view of some results above:
| smiles | T cell HTS | T cell HTS vesicle-bound % | PhoP inhibition |
| --- | --- | --- | --- |
| COc1ccc(CNC(=O)COC(=O)CCOc2ccc(C)cc2)cc1 | i | 30 | -3% |
| CCOc1ccccc1-c1nc2c(s1)CCc1onc(-c3ccc(OC)cc3)c1-2 | i | 11 | 6% |

Assay outcomes (PubChem)

Some of the compounds tested, so the mix of outcomes need not match the whole.
